esBAF inh: SWI/SNF esBAF complex inhibition; AID 602393; reporter increase, % at 12.5 µM; 2% of 350,000 active; mouse ES cells, Bmi1-luciferase knock-in reporter, 24 h; 100% = twice the neutral-well signal; in the data active means activation above about 40%; inconclusive means no clear call, values can overlap the other calls;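 further: 0% = median of the plate's neutral control wells and 100% = double that signal; a rise in the Bmi1 reporter signal indicates esBAF inhibition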
Cneo AK release: causes C. neoformans cell lysis; 0.2% of 360,000 active; AID 651654; lysis activity, % at 15 µM; adenylate kinase release luminescence, 4 h; normalised: neutral wells 0, clomiphene wells 100;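 active means mean lysis activity across replicates of at least 80%, whatever share of replicates individually reach that level; inactive means mean lysis activity below 80%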
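Test system: log-phase Cryptococcus neoformans yeast cells. Input: 5 × 10^6 yeast cells/mL. Medium: fresh YPD growth medium. Doses: single dose. Incubation: static 4 h at 37 °C with compound, 1 h detection. Measured by: luminescent adenylate kinase detection reagent. Read-out: signal increase indicating cell lysis. Benchmarks: Clomiphene.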
ERp5 inh: inhibitors of human ERp5. Q15084. 0.05% of 350,000 active. ERp5 insulin aggregation, absorbance 650 nm, 90 min. inhibition, % at 9.99 µM;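 active means mean replicate inhibition above about 25%, with every replicate also reaching it, limit read from the data, passing the limit was not always enough; inconclusive means only one of those two criteria met; inactive means neither criterion met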
Target sequence (Q15084 whole entry, looked up): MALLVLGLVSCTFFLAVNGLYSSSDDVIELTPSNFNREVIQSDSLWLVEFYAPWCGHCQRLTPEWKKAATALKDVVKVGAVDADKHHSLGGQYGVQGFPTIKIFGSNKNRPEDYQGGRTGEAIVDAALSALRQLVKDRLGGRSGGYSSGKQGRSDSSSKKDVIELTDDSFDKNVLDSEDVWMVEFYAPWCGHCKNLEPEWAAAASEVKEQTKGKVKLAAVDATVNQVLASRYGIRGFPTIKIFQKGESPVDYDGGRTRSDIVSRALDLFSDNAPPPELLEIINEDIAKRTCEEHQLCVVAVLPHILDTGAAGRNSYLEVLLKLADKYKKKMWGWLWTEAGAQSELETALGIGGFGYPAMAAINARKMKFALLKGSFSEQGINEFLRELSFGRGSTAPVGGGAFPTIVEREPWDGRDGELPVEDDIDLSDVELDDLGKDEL
miR122 inh: blocks miR-122 activity in Huh7 sensor cells | Huh7 miR-122 Renilla luciferase sensor, 48 h; neutral wells = 0, positive control = 100 | 0.3% of 340,000 active | AID 602342 | activation (reporter increase), % at 12.5 µM;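 active means mean replicate activation score at least 90 and every replicate individually at or above 90; inconclusive means only one of the two criteria met; inactive means neither criterion met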;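 further: higher luciferase means less miR-122 activity so hits act as miR-122 inhibitors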
SIRT5 inh: inhibitors of human sirtuin-5 desuccinylase; Q9NXA8; Purified SirT5, succinyl-peptide AMC, trypsin-coupled fluorescence; inhibition, % at 15 µM; 1.1% of 330,000 active; AID 652115; in the data active means inhibition above about 15%; inconclusive means no clear call, values can overlap the other calls
Target sequence (Q9NXA8 whole entry, looked up): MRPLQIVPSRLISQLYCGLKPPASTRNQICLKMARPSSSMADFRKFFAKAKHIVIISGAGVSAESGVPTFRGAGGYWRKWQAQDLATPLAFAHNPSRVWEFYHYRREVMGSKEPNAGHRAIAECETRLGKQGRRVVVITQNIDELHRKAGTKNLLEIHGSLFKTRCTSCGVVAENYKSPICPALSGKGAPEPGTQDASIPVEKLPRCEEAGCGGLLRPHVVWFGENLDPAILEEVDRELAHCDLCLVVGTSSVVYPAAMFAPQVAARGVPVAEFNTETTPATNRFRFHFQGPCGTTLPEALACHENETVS
ARNT-TACC3 inh: disrupts binding between human ARNT and TACC3; AlphaScreen His-ARNT PAS-B/GST-TACC3 binding, luminescence; TACC3 fragment carries E629A point mutation; inhibition, % at 9.99 µM; 0.66% of 390,000 active;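 active means mean inhibition of replicates at least 50% and at least half of replicates each reaching 50%; inconclusive means half or more replicates reach 50% but mean below 50%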;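 further: 0% = complete ARNT plus TACC3 wells and 100% = ARNT alone without TACC3; many hits fall short of the cut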
C2C12 statin: suppression of simvastatin myotoxicity. C2C12 myotubes + simvastatin, ATP luminescence, 48 h; scaled: DMSO 0, geranylgeraniol control 100. rescue of ATP level, % at 7.49 µM. 0.78% of 330,000 active. AID 602340;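 active means mean ATP rescue above about 67%, or every replicate alone reaching that limit, limit read from the data, passing the limit was not always enough; inconclusive means no clear call, values can overlap the other calls; inactive means mean under the limit and some replicate under it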;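 further: myotubes were challenged with 10 µM simvastatin during compound exposure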
* = called active by the depositor; ? = inconclusive; / = no result given; & = joins results of further samples; [ ] = dose if it differs, or a comment.

SMILES	esBAF inh	Cneo AK release	ERp5 inh	miR122 inh	SIRT5 inh	ARNT-TACC3 inh	C2C12 statin
CCc1ccc(OCC(=O)NC(NC(=S)Nc2ccccc2)C(Cl)(Cl)Cl)cc1 (stereo not drawn)	/	-1	/	6	/	1	/
Cc1cccc(OCC(=O)Nc2ccc(NC(=O)c3ccccc3)cc2)c1	0	0	-1	-5	-3	-2	-2
O=C(CSc1nnc2n1CCCN2)c1ccc(Cl)cc1	/	2	/	-1	/	0	/
O=C(NCCc1ccccc1)C(=O)NCC1OCCCN1S(=O)(=O)c1cc(F)ccc1F (stereo not drawn)	1	6	-3	-2	-4	2	2
C[C@@H]1CCCCO[C@H](CN(C)Cc2ccc(C(=O)O)cc2)[C@@H](C)CN([C@H](C)CO)C(=O)c2cc(NC(=O)Cc3ccccc3)ccc2O1	-4	-1	4	-5[16.7 µM]	-5	-2	/
CC12CCC(C(=O)NNc3ccc([N+](=O)[O-])cc3)(OC1=O)C2(C)C (stereo not drawn)	-12	/	1	/	3	6	12
CCNC(=O)C1(C)CCCN(Cc2csc(-c3ccccc3)n2)C1 (stereo not drawn)	2	2	1	-1	-6	/	8
O=C(NNC(=S)NCc1ccco1)C(c1ccccc1)c1ccccc1	/	/	?	/	-5	-5	/
Cc1ccc(S(=O)(=O)Nc2cccc3c2O[C@@H](CN(C)Cc2ccc(Oc4ccccc4)cc2)[C@@H](C)CN([C@H](C)CO)C3=O)cc1	-4	0	-3	1[16.7 µM]	4	23	22
CN(C)CC(=O)N1[C@@H]2Cn3c(ccc(C4=CCCC4)c3=O)[C@H]1[C@@H](C(=O)NCC1CC1)[C@@H]2CO	-3	1	4	-1[16.7 µM]	-8	14	0
O=C(NC(c1ccc2c(c1)OCO2)c1ccccn1)C1CCN(CCOc2ccccc2)CC1 (stereo not drawn)	-12	3	4	-17	/	/	-4
COc1cccc(C2/C(=C(\O)c3ccc4c(c3)OCO4)C(=O)C(=O)N2CCN(C)C)c1OC (stereo not drawn)	-4	2	/	2	/	-3	-3
COc1ccc(N(C(=O)c2ccco2)S(=O)(=O)c2cccc([N+](=O)[O-])c2)cc1	2	-2	/	2	/	-4	/
CN(C(=O)C12CC3CC(CC(C3)C1)C2)C1CCS(=O)(=O)C1 (stereo not drawn)	-5	0	/	-36	/	1	-12
Cc1ccc(NC(=O)c2cc(S(=O)(=O)N3CCCCC3)ccc2N2CCOCC2)cc1S(=O)(=O)N(C)C	6	0	6	-1	2	3	-20
Cc1cc(C(=O)N2CCCC(N3CCN(Cc4ccc5c(c4)OCO5)CC3)C2)n[nH]1 (stereo not drawn)	0	0	4	-2	-5	-7	15
Cc1noc(C)c1CSc1ccc(Br)cc1	1	0	-6	-1	-1	1	1
COc1ccc(C(=O)N2C[C@H]3[C@@H](c4ccccc42)[C@@H](CO)N3Cc2ccc3c(c2)OCO3)cc1	0	-1	-1	9[16.7 µM]	3	3	-3
CN1C(=O)c2cc(NC(=O)c3ccc(F)c(F)c3)ccc2OC[C@H]2O[C@@H](CC(=O)N3CCOCC3)CC[C@@H]21	5	-1	0	-8[16.7 µM]	-1	-3	-7
COc1ccc(C(=O)c2cc3cccc(OC)c3o2)cc1	60*	/	-3	5	2	-6	-9
CCOc1ccc(NC(=O)CSC2=NN3CCCC(=O)N=C3S2)cc1	-12	1	5	-3	-5	1	3
CC1=C(C(=O)OCc2ccccc2)C(c2ccc(C(F)(F)F)cc2)NC(=O)N1CCCCCC(=O)O (stereo not drawn)	/	0	-21	-5	/	-8	/
COc1cccc(OC)c1C(=O)Nc1cc(Cl)ccc1N1CCOCC1	3	0	/	/	/	31	11
Cc1cc(NC(=O)c2ccc(Br)cc2)nc(C)n1	4	-1	6	-4	-3	-1	1
Cc1ccc(C(=O)N/C(=C\c2ccc(-c3ccc(Br)cc3)o2)C(=O)NC2CCS(=O)(=O)C2)cc1 (stereo not drawn)	/	/	-5	/	-2	-33	/
N#Cc1c(NC(=O)COC(=O)c2ccc(S(=O)(=O)N3CCCC3)cc2)sc2c1CCCCC2	/	-3	1	/	-7	-6	/
Cc1ccccc1Cc1c(C)nc2c(C(=O)NCc3ccc4c(c3)OCO4)cnn2c1C	2	0	-1	1	8	6	?
CCOC(=O)NC(=O)COC(=O)Cc1cc(OC)c(OC)c(OC)c1	-5	-6	/	3	/	-5	0
O=C(Nn1cnnc1)C1CCCN1S(=O)(=O)c1ccc(F)cc1 (stereo not drawn)	-5	/	/	-7	/	0	11
O=C(C[C@H]1C/C=C\C[C@@H](Cc2ccc(F)cc2)C(=O)OC[C@H]2CCCN2C1=O)N[C@H](CO)Cc1ccccc1	-3	0	8	-9	-8	-3	-1

esBAF inh: hit marks shown above
| SMILES | esBAF inh | ERp5 inh | miR122 inh | SIRT5 inh | ARNT-TACC3 inh |
| --- | --- | --- | --- | --- | --- |
| COc1ccc(C(=O)c2cc3cccc(OC)c3o2)cc1 | 60* | -3 | 5 | 2 | -6 |

More entries.
SMILES	esBAF inh	Cneo AK release	ERp5 inh	miR122 inh	SIRT5 inh	ARNT-TACC3 inh	C2C12 statin
CO[C@@H]1CN(C)C(=O)c2cc(NC(=O)c3ccccc3)ccc2OC[C@@H](C)N(C)C[C@@H]1C	-3	5	-2	-2[16.7 µM]	3	-5	1
COc1cc2c(cc1OC)CN(C(=O)c1ccc(S(=O)(=O)N(C)c3ccccc3)cc1)CC2	-6&2	-2	-2	-2	0	?	-9
CCCCn1c(=NC(=O)c2cccnc2)c(C#N)cc2c(=O)n3cccc(C)c3nc21	-5	2	/	-12	/	-3	/
C[C@@H]1CN([C@@H](C)CO)C(=O)c2ccccc2-c2ccccc2CO[C@H]1CN(C)S(=O)(=O)c1ccsc1	-4	-2	-6	/	-5	4	/
O=C(Nc1ccc(C(=O)N2CCOCC2)cc1)c1ccccc1[N+](=O)[O-]	-5	3	2	2	-3	-2	2
COc1ccc(C2/C(=C(/O)c3ccc(C)cc3)C(=O)C(=O)N2c2ccccn2)cc1OC (stereo not drawn)	2	1	0	0	1	3	17
O=C(NCCN1CCC(Cc2ccccc2)CC1)C1CCCN(S(=O)(=O)c2cnc[nH]2)C1 (stereo not drawn)	-9	0	3	-3	/	-18	5
COc1cccc(NC(=S)N2CCC(Cc3ccccc3)CC2)c1	-4	117*	4	0	-1	8	-68
O=C(Nc1ccccc1)c1ccc(Cn2cc(C(F)(F)F)ccc2=O)cc1	3	-1	/	15	/	1	-14
Cn1ccnc1C(O)(c1ccccc1)c1nccn1C	-4	-1	3	-1	-3	25	7
Cn1cnc(S(=O)(=O)Nc2ccc3c(c2)OCCO3)c1	-11	0	7	-2	-4	-4	-6
COc1ccccc1CN=C1NC(=O)C(CC(=O)Nc2ccc(OC)c(OC)c2)S1 (stereo not drawn)	3	6	/	21	/	1	-6
O=[N+]([O-])c1cccc(NC(=S)Nc2nc(-c3ccccc3Cl)cs2)c1	-1	-4	3	/	5	4	-43
N=C1C(c2ccccc2)=C(O)CN1c1ccccc1	2	0	-5	4	0	-13	-5
CC(=O)c1ccc(NC(=S)Nc2ccc3[nH]c(=O)[nH]c3c2)cc1	9	0	-4	/	2	0	2
O=C(NCCc1ccncc1)[C@H]1[C@H](CO)[C@H]2Cn3c(ccc(-c4cccc(F)c4)c3=O)[C@@H]1N2	0	0	9	1[16.7 µM]	-40	-5	1
O=c1ccc2cc3ccoc3cc2o1	-9	0	5	-2	/	-1	4
CO[C@H]1CN(C)C(=O)c2ccc(NC(=O)c3ccccc3F)cc2OC[C@@H](C)N(CC2CCOCC2)C[C@H]1C	-2	-19	1	/	-1	-5	-1
Cc1nnc(SCC(=O)Nc2nsc(-c3ccc(Cl)cc3)n2)s1	6	4	/	-1	/	-2	/
COc1cccc(-c2ncc3ccccc3c2COC(=O)CCC(=O)O)c1	1	-1	0	-3	-5	22	3
COc1ccc(C2C3=C(CC(C)(C)CC3=O)N(C)C3=C2C(=O)CC(C)(C)C3)cc1OC	-5	-2	-1	-2	-3	-2	-1
O=C(CN1CCN(Cc2ccccc2F)C1=O)NCCN1CCOCC1	-7	-2	2	-3	/	-6	11
Cc1oc(-c2ccccc2)nc1CSc1nc2c(c(=O)[nH]1)CCC2	1	0	0	-2	-2	-3	7
C[C@H]1CN([C@@H](C)CO)C(=O)c2cccc(NS(=O)(=O)c3ccccc3)c2O[C@H]1CN(C)S(=O)(=O)c1ccc(F)cc1	-3	1	/	6[16.7 µM]	/	4	-8
O=C(Cn1ccccc1=S)c1ccc(Cl)c(Cl)c1	/	-1	4	6	-3	/	/
COc1ccccc1CNC(=O)c1cccc(S(=O)(=O)N2CCN(c3ccc(F)cc3)CC2)c1	3	0	-2	-2	2	7	-4
CC(C)(C)OC(=O)CNC(=O)c1[nH]cnc1C(=O)NCCCCCNC(=O)OC(C)(C)C	-4	-3	1	1	4	0	14
CC(C)c1ccc(S(=O)(=O)N2CCN(C(=O)c3ccco3)CC2)cc1	1	3	7	-1	2	21	3
CCN(c1cccc(C)c1)S(=O)(=O)c1cc2[nH]c(=O)c(=O)[nH]c2cc1C	-2	-2	0	-2	-2	/	9
CCn1cc(Br)c(C(=O)NC(C)c2ccccc2)n1 (stereo not drawn)	3	5	/	2	/	2	24

Looked up by compound from the entries so far, 2 records:
SMILES	esBAF inh	Cneo AK release	ERp5 inh	miR122 inh	SIRT5 inh	ARNT-TACC3 inh	C2C12 statin
Cc1nnc(SCC(=O)Nc2nsc(-c3ccc(Cl)cc3)n2)s1	6	4	/	-1	/	-2	/
CO[C@H]1CN(C)C(=O)c2ccc(NC(=O)c3ccccc3F)cc2OC[C@@H](C)N(CC2CCOCC2)C[C@H]1C	-2	-19	1	/	-1	-5	-1

The listing continues:
SMILES	esBAF inh	Cneo AK release	ERp5 inh	miR122 inh	SIRT5 inh	ARNT-TACC3 inh	C2C12 statin
Cc1cc(C)c(C#N)c(N2CCN(Cc3ccccc3)CC2)n1	-8	-1	/	-8	/	-13	-13
O=S(=O)(c1ccc(F)cc1)N1CC[C@@H]2[C@H]1c1cc(-c3ccccc3F)ccc1N[C@@H]2CO	-2	-8	10	-3[16.7 µM]	7	-11	0
CC(=O)Nc1ccc(N2C(C(C)=O)=NN(c3ccc(Cl)cc3)C2c2sccc2C)cc1 (stereo not drawn)	31	1	/	10	/	-6	-24
COc1ccc(Nc2nc(-c3ccc4c(c3)NC(=O)CO4)cs2)cc1	/	/	0	/	-2	1	/
O=C(NCCc1nnc2ccc(SCC(=O)N3CCCC3)nn12)c1ccc(F)cc1	-6	-2	3	-2	-1	-8	5
CC(C)(C)N1CCC1CN (stereo not drawn)	-3	0	-17	-5	-4	-4	-14
Cc1[nH]c(C)c2c(=O)[nH]ncc12	/	/	-1	/	1	-5	/
CO[C@@H]1CC[C@H]2CCN(C)C(=O)[C@H](C)CN(C)C(=O)c3cc(C#N)ccc3OC[C@H]1O2	1	0	5	/	/	5	-7
Cc1ccc(/C=C2/NC(=O)N(c3ccccc3)C2=O)o1	34	-2	/	22	/	-3	8
CN1c2ccc(Br)cc2[C@H]2[C@H](CCN2C(=O)c2cccc(F)c2)[C@@H]1CO	-6	-8	0	26[16.7 µM]	1	-2	9
CCCn1c(SCC(=O)c2ccc3c(c2)OCCO3)n[nH]c1=O	/	-2	1	/	-6	-6	/
CSc1ccccc1-c1nnc(NC(=O)Cc2ccccc2)o1	-9	-2	5	-2	2	1	-28
O=C(Nc1cccc(C(=O)Nc2cccc(Br)c2)c1)c1ccccc1	4	-1	0	1	1	-13	-27
CN(c1ccccc1)S(=O)(=O)c1cccc(NS(=O)(=O)c2cccc(C(=O)O)c2)c1	2	5	0	/	-1	/	3
O=C(Nc1ccccc1F)N[C@H]1C=C[C@@H](CC(=O)N2CCCCC2)O[C@@H]1CO	0	0	-8	/	13	25	-12

Screening data as filed in PubChem.
